Screens from PubChem.
TrxR1 substrate: substrates of rat thioredoxin reductase 1 | O89049 | purified TrxR1 substrate turnover, NADPH consumption readout | Potency, µM (highest dose often 114 µM), for the others: at the highest dose activity change, negative = substrate turnover | 390,000 tested, 0.01% active; also: potency is read from the fitted curve at half-maximal effect; % is scaled to controls: 0 for no effect and ±100 for the full control effect; nearly all actives have a fitted effect of over 50% in size
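Rat TrxR1, dispensed at 90 nM, was prereduced with 400 uM NADPH (final) for 5 min at ~22 deg C, then incubated with compound 15 min before 400 uM selenite. A first-read NADPH fluorescence drop versus no-compound background flagged substrates.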
IDH1 R132H inh: blocks human mutant IDH1 R132H enzyme. Potency, µM (series often up to 76.6 µM), inactives show top-dose activity change, negative = inhibition, hits mostly inhibitors. O75874. IDH1-R132H enzyme, NADPH consumption, diaphorase/resazurin fluorescence. 390,000 tested, 0.093% active; also: potency is read from the fitted curve at half-maximal effect; % is scaled to controls: 0 for no effect and ±100 for the full control effect; nearly all actives have a fitted effect of over 65% in size
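IDH1-R132H (0.5 ug/mL) preincubated 30 min with compound, then NADPH (0.016 mM) and alpha-KG (2 mM) added; 80 min at RT, pH 7.5. Remaining NADPH coupled via diaphorase/resazurin to fluorescence (540/590 nm); concentration-response curves normalized to no-enzyme control.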
Pin1 inh: inhibitors of human Pin1; Potency, µM (doses to about 115 µM), inactives show top-dose activity, negative = inhibition, usual class: inhibitors; 390,000 tested, 0.009% active; AID 504891; Pin1 FP peptide displacement, HiFluor488, 10 min; Q13526; active = well fitted inhibition curve with a large enough effect in the polarisation, with a control signal flat, not every such curve was filed as active; inconclusive = small, poorly fitted or top-dose-only effect, or effect the other way, or a change in a side signal; inactive = no such curve, though single readings can be large or run the other way; the % refers to the polarisation; also: potency is read from the fitted curve at half-maximal effect; % is scaled to controls: 0 for no effect and ±100 for the full control effect
rTrxR1 inhibitor: blocks rat thioredoxin reductase 1; O89049; recombinant rTrxR1, NADPH fluorescence consumption, selenite substrate; Potency, µM (series often up to 114 µM), for inactives: at the highest dose activity change, negative = inhibition, most hits filed as inhibitors; 390,000 tested, 1% active; AID 588453; also: potency is read from the fitted curve at half-maximal effect; % is scaled to controls: 0 for no effect and ±100 for the full control effect; nearly all actives have a fitted effect of over 65% in size
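Rat TrxR1 (90 nM in the dispensed reagent) was pre-reduced with 400 uM NADPH for 5 min at room temperature, then incubated with compound for 15 min. After 400 uM selenite was added, NADPH fluorescence (Ex 340/Em 450 nm) was followed for 8 min.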
PI4K2A inh: PI4K2A (human) kinase inhibition | AID 1346378 | purified PI4K2A, ADP-Glo luminescence, 1 h; hits give low values | activity change, negative = inhibition, % at 76.9 µM | Q9BTU6 | 420,000 tested, 0.13% active; in the data active = activity change below about -50%; inconclusive = mostly about -30% to -49%;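 also: -100% = wells without enzyme as full effect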
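PI4K2A activity was measured by ADP-Glo luminescence: enzyme (4 ug/mL stock) and phosphatidylinositol (1.2 mM stock) in Tris pH 7.5/MgCl2/EGTA/Triton X-100 buffer were reacted with ATP (300 microM stock) for one hour at ambient temperature.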
USP1-UAF1 inh: blocks the human USP1/UAF1 deubiquitinase complex. AID 743255. 390,000 tested, 0.23% active. O94782. Potency, µM (top dose mostly 57.1 µM), for the others: at the top dose activity change, negative = inhibition, actives largely listed as inhibitors. recombinant USP1/UAF1, Ub-Rhodamine cleavage fluorescence; also: potency is read from the fitted curve at half-maximal effect; % is scaled to controls: 0 for no effect and ±100 for the full control effect; nearly all actives have a fitted effect of over 60% in size; inactives centre near -12
Target sequence (O94782 whole entry, looked up): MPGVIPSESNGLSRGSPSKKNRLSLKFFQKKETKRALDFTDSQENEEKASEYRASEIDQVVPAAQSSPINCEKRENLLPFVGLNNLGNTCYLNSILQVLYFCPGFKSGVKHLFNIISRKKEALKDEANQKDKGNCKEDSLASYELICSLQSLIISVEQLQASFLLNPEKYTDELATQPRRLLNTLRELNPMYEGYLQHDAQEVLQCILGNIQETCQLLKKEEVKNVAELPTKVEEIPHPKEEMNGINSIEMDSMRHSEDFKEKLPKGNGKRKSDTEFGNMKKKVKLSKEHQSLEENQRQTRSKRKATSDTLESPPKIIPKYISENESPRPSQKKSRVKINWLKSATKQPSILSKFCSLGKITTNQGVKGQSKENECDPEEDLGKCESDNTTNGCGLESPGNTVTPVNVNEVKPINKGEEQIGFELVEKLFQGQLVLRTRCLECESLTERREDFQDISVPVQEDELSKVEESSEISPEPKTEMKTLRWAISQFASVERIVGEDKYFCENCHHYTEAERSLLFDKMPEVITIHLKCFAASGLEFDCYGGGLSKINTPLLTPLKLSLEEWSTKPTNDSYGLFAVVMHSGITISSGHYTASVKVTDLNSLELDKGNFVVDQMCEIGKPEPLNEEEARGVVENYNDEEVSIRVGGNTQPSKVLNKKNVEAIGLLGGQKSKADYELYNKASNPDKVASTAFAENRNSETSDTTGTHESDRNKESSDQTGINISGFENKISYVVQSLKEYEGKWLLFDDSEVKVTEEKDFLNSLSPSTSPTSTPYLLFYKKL
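Step one: compound is pinned into 1nM USP1/UAF1 in HEPES pH 7.8 buffer with TCEP. Step two: 15 min room-temperature incubation. Step three: Ub-Rho (150nM final) starts cleavage, tracked by fluorescence over six one-minute reads.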
HP1b binding inh: blocks HP1-beta chromodomain binding to methylated histone tails. AID 540317. Potency, µM (doses to about 114 µM), without a hit: top-dose activity change, negative = inhibition, hits mostly inhibitors. 390,000 tested, 0.56% active. AlphaScreen HP1-beta / biotin-H3K9me3 peptide binding; also: potency is read from the fitted curve at half-maximal effect; nearly all actives have a fitted effect of over 70% in size; inactives centre near 23
Target sequence (P83916 whole entry, looked up): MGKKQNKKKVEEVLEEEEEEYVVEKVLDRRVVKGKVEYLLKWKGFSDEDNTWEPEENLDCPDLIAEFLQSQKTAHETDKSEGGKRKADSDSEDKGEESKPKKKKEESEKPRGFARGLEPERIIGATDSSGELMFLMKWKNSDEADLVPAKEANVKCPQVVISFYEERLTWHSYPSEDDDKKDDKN
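Compound inhibition of the preformed complex between 50 nM HP1-beta and 50 nM biotinylated H3K9me3 peptide was read by AlphaScreen. Buffer was PBS pH 7.4 with 0.01% Tween-20. Incubations ran 30 min at room temperature, with 10 ug/mL donor/acceptor beads.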
GLS inh: glutaminase GLS (human) inhibition; O94925; GLS enzymatic activity, qHTS titration; Potency, µM (series often up to 45.5 µM), for inactives: top-dose activity change, negative = inhibition, usual class: inhibitors; 410,000 tested, 0.21% active; also: potency is read from the fitted curve at half-maximal effect; % is scaled to controls: 0 for no effect and ±100 for the full control effect
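Assay buffer: 45 mM KH2PO4 pH 8.2, 0.02% Tween-20. hKGA acts on L-glutamine (1 mM solution added); product glutamate is reported by an oxidase/peroxidase Amplex Red coupling, with fluorescence taken at baseline and 30 min.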
Tb PGK inh: inhibitors of T. brucei phosphoglycerate kinase. P07378. PGK/GAPDH coupled, Kinase-Glo luminescence, 60 min. Potency, µM (highest dose often 57.5 µM), for the others: at the highest dose activity change, negative = inhibition, hits mostly inhibitors. 380,000 tested, 0.043% active. AID 602233; also: potency is read from the fitted curve at half-maximal effect; % is scaled to controls: 0 for no effect and ±100 for the full control effect; nearly all actives have a fitted effect of over 60% in size
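Luminescent ATP detection (Kinase-Glo Plus) follows a 60-minute room-temperature incubation, with wells lacking PGK as controls. Buffer: 100 mM TEA (pH 7.6), 5 mM MgCl2, 0.01% Tween-20. Coupling enzyme GAPDH (100 nM final) supplies unstable 1,3-BPG in-well.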
* = called active by the depositor; i = inactive; ? = inconclusive; . = no result given; & = joins results of further samples; [ ] = dose if it differs, or a comment. Unless noted, calls follow the shape of the dose curve; as a rule, active = well fitted curve in the direction sought with a large enough effect; inconclusive = small, poorly fitted or top-dose-only effect, or another doubt; inactive = no such curve, though single readings can be large; an effect the other way counts as inactive or inconclusive.

(1) CC(=O)Nc1ccc(C2CN(C)CC2C(=O)c2ccc(Cl)cc2)cc1 (stereo not drawn)
(2) Clc1ccccc1CN1CCNCC1
(3) CCOP(=O)(OCC)C(c1ccccc1)N(C)C=O (stereo not drawn)
(4) COC(=O)[C@@]1(C#N)[C@@H]2C=CC(C(C)=O)=CN2[C@@H](C(N)=O)[C@@H]1c1ccc(F)cc1
(5) CC(C)CCOP(=O)(c1ccc(N(C)C)cc1)C(O)c1c(Cl)cccc1Cl (stereo not drawn)
(6) Cn1c(O)c(C=NCCCC(=O)O)c(=O)n(C)c1=O
(7) COc1ccc2[nH]c3c(c2c1)CCN[C@H]3C
(8) O=C1NC(=O)N(CCNc2ncc(C(F)(F)F)cc2Cl)C(=O)C1/C=N/OCc1c(F)cccc1Cl (stereo not drawn)
Screen / compound no.	1	2	3	4	5	6	7	8
TrxR1 substrate	-1%	-8%[57.1 µM]	-5%	-15%	-9%	106%[activator]	-5%	-7%
IDH1 R132H inh	-5%	0%	8%	1%	1%	3%	-2%	1%
Pin1 inh	4%	-6%	-1%	.	?	-1%	18%	7%
rTrxR1 inhibitor	?	0%[57.1 µM]	6%	-45%	1%	9%[0.457 µM]	-26%	1%
PI4K2A inh	-4	-2	-7	-12	-2	-3	-1	1
USP1-UAF1 inh	-5%	-27%	-13%	28µM*	-3%	4%	1%	-2%
HP1b binding inh	6%	44%[activator]	39%[activator]	24%	15%	21%	-38%	43%[activator]
GLS inh	6%	-2%	1%	-13%	10%	-3%	-6%	28%
Tb PGK inh	-1%	i	-10%	-2%	-2%	-7%	-9%	3%

(9) CCc1ccc(CNCCc2ccccc2F)cc1
(10) C=Cn1ccnc1P(=S)(c1ccc(N(C)C)cc1)c1nccn1C=C
(11) CC12CCC3C(CC=C4CC(O)CCC43C)C1C/C(=C\c1cccc(F)c1)C2=O (stereo not drawn)
(12) CCN(CC)C(=O)Cn1cc(C=C2C(=O)N(C)C(=O)N(C)C2=O)c2ccccc21
(13) Cn1ncnc2c(=O)n(C)c(=O)nc1-2
(14) C=C(C)[C@H]1CN[C@H](C(=O)O)[C@H]1CC(=O)O
(15) COc1ccccc1N1CCN(C2CCN(C(=O)c3cc(OC)c(OC)c(OC)c3)CC2)CC1
(16) COC/C=C1\CN2C3C[C@@H]1[C@H]1COC4=Nc5cc(OC)c(OC)c(OC)c5[C@@]43C[C@@H]12
Screen / compound no.	9	10	11	12	13	14	15	16
TrxR1 substrate	5%[0.0914 µM]	-7%[57.1 µM]	7%	-26%[57.1 µM]	40µM*	11%[57.1 µM]	5%	13%
IDH1 R132H inh	6%	1%	0%	2%	28%	9%	4%	-5%
Pin1 inh	2%	-9%	-1%	?	?	0%	-6%	-2%
rTrxR1 inhibitor	22%	-6%[57.1 µM]	21%	-6%[57.1 µM]	?	11%[57.1 µM]	22%	6%
PI4K2A inh	-1	5	2	5	-52*	3&2&-2	1	-1
USP1-UAF1 inh	6%	-3%	-16%	-18%	0.032µM*	-9%	-20%	18%
HP1b binding inh	31%	11%	30%	31%	62%[activator]	?	?	11%
GLS inh	7%	0%	-9%	8%	-9%	0%&-16%	19%	5%
Tb PGK inh	-3%	-16%	-5%	0%	?	1%	i	8%

(17) CN1CCN(P(=O)(c2ccccc2)c2nc3ccccc3s2)CC1 (stereo not drawn)
(18) CC(O)(CS(=O)(=O)c1ccccc1)C(=O)Nc1ccc(C(F)(F)F)cc1 (stereo not drawn)
(19) Cc1cc(/C=C2\C(=O)NC(=O)N(c3ccccc3)C2=O)c(C)n1-c1ccc(C(=O)O)c(Cl)c1
(20) Cc1ccc(CN2CC3CC(C2)c2cccc(=O)n2C3)cc1 (stereo not drawn)
(21) C=CCn1c(O)c(/C=N/N2CCCCC2)c(=O)[nH]c1=O
(22) CCCCn1c(C)c(C(=O)OCC)c2c(CN3CCCC3)c(O)ccc21
(23) COC(=O)C1=C(c2c(C)noc2C)C[C@@H]2CC[C@H]1N2C(=O)N1CCC(C)CC1
(24) COc1ccc(-c2nn(CCC#N)cc2C(=O)NCc2ccccc2)cc1[N+](=O)[O-]
Screen / compound no.	17	18	19	20	21	22	23	24
TrxR1 substrate	15%	6%	-8%	8%	-7%	-2%	5%	-1%
IDH1 R132H inh	9%	0%	-1%	1%	1%	2%	-4%	0%
Pin1 inh	1%	-1%	-8%	-11%	-4%	1%	-2%	-1%
rTrxR1 inhibitor	-1%	25%	-14%	-13%	14%	14%	13%	13%
PI4K2A inh	-3	-9	-18	4	-3	-2	0	1
USP1-UAF1 inh	-9%	-4%	-25%	-17%	-12%	-4%	-22%	-23%
HP1b binding inh	28%	4%	5%	16%	26%	6%	56%[activator]	10%
GLS inh	3%	-2%	-15%	15%	17%	2%	0%	-1%
Tb PGK inh	.	2%	?	.	-8%	-3%	9%	-6%

Some of these compounds in order of molecular weight, ascending:
(21) C=CCn1c(O)c(/C=N/N2CCCCC2)c(=O)[nH]c1=O
(20) Cc1ccc(CN2CC3CC(C2)c2cccc(=O)n2C3)cc1 (stereo not drawn)
(18) CC(O)(CS(=O)(=O)c1ccccc1)C(=O)Nc1ccc(C(F)(F)F)cc1 (stereo not drawn)
(19) Cc1cc(/C=C2\C(=O)NC(=O)N(c3ccccc3)C2=O)c(C)n1-c1ccc(C(=O)O)c(Cl)c1
Screen / compound no.	21	20	18	19
TrxR1 substrate	-7%	8%	6%	-8%
IDH1 R132H inh	1%	1%	0%	-1%
Pin1 inh	-4%	-11%	-1%	-8%
rTrxR1 inhibitor	14%	-13%	25%	-14%
PI4K2A inh	-3	4	-9	-18
USP1-UAF1 inh	-12%	-17%	-4%	-25%
HP1b binding inh	26%	16%	4%	5%
GLS inh	17%	15%	-2%	-15%
Tb PGK inh	-8%	.	2%	?

Remaining list, next part:
(25) CCc1cc(=O)[nH]c(SCCCF)n1
(26) CCN(CC)C(=O)c1ccc(NC(=O)c2cc(S(=O)(=O)N3CCCCCC3)ccc2OC)cc1
(27) CN1C(=O)c2ccccc2Sc2ccc(NC(=O)NCc3ccc(Cl)cc3)cc21
(28) COC(=O)C1=C(c2c(C)noc2C)C[C@@H]2CC[C@H]1N2C(=O)NCCCOC(C)C
(29) O=c1cccc2n1CC1CC2CN(CC(O)CN2CC3CC(C2)c2cccc(=O)n2C3)C1 (stereo not drawn)
(30) COc1ccccc1CC1C(=O)C2CCN1CC2 (stereo not drawn)
(31) CC[C@]12C=CCN3CCC4(c5cc(Br)c(OC)cc5N(C)C4[C@@](O)(C(=O)OC)[C@@H]1OC(C)=O)C32 (stereo partly drawn)
(32) CCCOc1ccc(C(=O)NC(=S)N2C[C@H]3C[C@H](C2)c2cccc(=O)n2C3)cc1
Screen / compound no.	25	26	27	28	29	30	31	32
TrxR1 substrate	3%[57.1 µM]	-1%[57.1 µM]	-4%	3%	-4%	8%[57.1 µM]	4%	2%
IDH1 R132H inh	11%	0%	4%	-5%	0%	0%	-3%	-6%
Pin1 inh	2%	-2%	-7%	-2%	-2%	-11%	4%	-9%
rTrxR1 inhibitor	21%[57.1 µM]	3%[57.1 µM]	-13%	11%	-17%	18%[57.1 µM]	19%	-7%
PI4K2A inh	-4	0	-4	-2	-1	6	2	-1
USP1-UAF1 inh	-7%	-20%	?	-6%	-16%	-5%	-21%	0%
HP1b binding inh	28%	35%	35%	21%	51%[activator]	15%	14%	-15%
GLS inh	13%	0%	7%	-4%	17%	-8%	5%	26%
Tb PGK inh	-6%	-7%	9%	-5%	8%	-1%	3%	-3%

(33) CSc1nnc(OC(=O)N(C)C)n1-c1ccc(Cl)cc1
(34) Cc1c(N=Nc2c(O)[nH]c(=S)[nH]c2=O)c(=O)n(-c2ccccc2)n1C
(35) CC/C(=N\Nc1ccccc1)c1c(O)n(-c2ccccc2)c(=O)[nH]c1=O
(36) COc1ccc(OCC(=O)N2CCN(C(C)C)CC2)cc1
(37) CC1C(C)N1CC(O)Cn1ccnc1[N+](=O)[O-] (stereo not drawn)
(38) CC1CN(CCc2ccccc2)CC(C)O1 (stereo not drawn)
Screen / compound no.	33	34	35	36	37	38
TrxR1 substrate	3%	-17%[57.1 µM]	2%[57.1 µM]	8%	3%[57.1 µM]	9%
IDH1 R132H inh	8%	2%	6%	-1%	-9%	2%
Pin1 inh	-1%	64%[activator]	-5%	4%	3%	2%
rTrxR1 inhibitor	26%	?	13%[57.1 µM]	26%	-12%[57.1 µM]	23%
PI4K2A inh	4	-2	2	7	-2	1
USP1-UAF1 inh	-22%	2%	-11%	7%	-9%	-27%
HP1b binding inh	49%[activator]	27%	55%[activator]	?	41%[activator]	24%
GLS inh	-6%	-12%	?	5%	-2%	6%
Tb PGK inh	i	4%	0%	-2%	1%	-9%[11.5 µM]

Only part of the results is shown (hit frequency here may not be typical).
